Source: PubChem BioAssay
p53ts 32C tox – qHTS Screen for Compounds that Selectively Target Cancer Cells with p53 Mutations: Cytotoxicity of p53ts Cells at the Permissive Temperature; Potency, µM (highest dose often 46.1 µM), for the others: at the highest dose activity change, negative = cytotoxicity, actives largely listed as cytotoxic; H1299-p53A138V at 32C, ATP luminescence viability, 24 h; 130,000 compounds, 0.93% hits; AID 924, 2007;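 also: 0% = DMSO and -100% = full killing by reference compound; nearly all actives have a fitted effect of over 55% in size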
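H1299-p53 A138V cells (temperature-sensitive p53) exposed 24 h to up to 46 uM compound at 32C, where p53 is wild-type in conformation. Viability read as ATP luminescence and normalised to DMSO and 100 uM tamoxifen. AC50 fitted with the Hill equation.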
IkB signaling – IkB Signaling; ABC-DLBCL IkBa-CBG/CBR dual luciferase ratio, 4 h; response scale: scaled: untreated 0%, proteasome inhibitor 100%; Potency, µM (highest dose often 57.1 µM), inactives show at the highest dose IkBa stabilization activation; 110,000 compounds, 0.04% hits; active = well fitted curve in the direction sought with a large enough effect in the signal ratio, not every such curve was filed as active; inconclusive = small, poorly fitted or top-dose-only effect, or a change in a side signal; the % refers to the signal ratio;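 also: the direction sought is a rising ratio; 0% = basal untreated cells and 100% = reference inhibitor full response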
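In this assay, an IκBα–CBG68 fusion accumulates when IKK-driven degradation is blocked; native CBR normalizes for cell number. OCI-Ly3 cells were treated 4 h with compound and doxycycline, then green and red light read after Chroma-Glo addition.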
p53ts 39C kill – qHTS Screen for Compounds that Selectively Target Cancer Cells with p53 Mutations: Cytotoxicity of p53ts Cells at the Nonpermissive Temperature; Potency, µM (titrated, usually from 46.1 µM), inactives show at the highest dose activity change, negative = cell killing, hits mostly cytotoxic; 130,000 compounds, 1.5% hits; AID 902, 2007; H1299-p53A138V viability at 39C, ATP luminescence, 24 h; also: nearly all actives have a fitted effect of over 55% in size
Imprint erasure – qHTS Assay for Compounds that Induce Erasure of Genomic Imprints; Potency, µM (titrated, usually from 60.7 µM), without a hit: at the highest dose activity change, positive = activation, most hits filed as activators; mouse ES Peg3-LacZ reporter, beta-gal luminescence, 40 h; AID 1948, 2009; 110,000 compounds, 0.02% hits;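 also: 0% = negative control wells on the plate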
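Readout: BetaGlo luminescence (5 min, room temp) for LacZ from the normally silent maternal Peg3 allele in female Peg3LacZ-Neo ES cells. Cells 300/well, 40 h, 37C, 5% CO2. Data normalized per plate to negative controls.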
* = called active by the depositor; ? = inconclusive; / = no result given; & = joins results of further samples; [ ] = dose if it differs, or a comment. Unless noted, calls follow the shape of the dose curve; as a rule, active = well fitted curve in the direction sought with a large enough effect; inconclusive = small, poorly fitted or top-dose-only effect, or another doubt; inactive = no such curve, though single readings can be large; an effect the other way counts as inactive or inconclusive. Unless noted, % is scaled to controls: 0 for no effect and ±100 for the full control effect; potency is read from the fitted curve at half-maximal effect. An excerpt, so the mix of outcomes need not match the whole.

SMILES	p53ts 32C tox	IkB signaling	p53ts 39C kill	Imprint erasure
CCOC(=O)C1C2c3ccccc3O[C@@]1(C)N=C1SCC(=O)N12 (some centres undefined)	0%	0.0%	-7%	-4%
O=c1c2ccccc2nc(-c2ccco2)n1-c1nccs1	-16%	-2.2%	0%	-2%
CC(C)(O)[C@@H]1[C@H]2OC(=O)[C@@H]1[C@]1(O)C[C@H]3O[C@]34C(=O)O[C@H]2[C@@]14C (tested in a mixture with another compound)	5%	0.5%	5%	-5%
N#Cc1c(/N=C/c2c(O)n(Cc3ccco3)c(=O)[nH]c2=O)sc2c1CCCC2	2%	-0.6%	-10%	-8%
N#Cc1ccccc1Cn1cc(C(=O)c2cccs2)c2ccccc21	0%	0.2%	17%	-11%
CCBr	-16%[1.84 µM]	-2.2%	0%	1%
Cn1c(=O)cc(OCC(=O)N2CCC3(CC2)OCCO3)c2ccccc21	-2%	3.4%	-12%	-10%
CCOC(=O)c1c(N)n(Cc2ccc(OC)cc2)c2nc3ccccc3nc12	17%	2.0%	-6%	-8%
NC(=NCCCC(N)C(=O)O)N[N+](=O)[O-] (centres undefined)	15%	/	2%	17%
N#CCBr	-2%[1.84 µM]	-0.7%	2%	-2%
NCCCP(=O)(O)CC1CCCCC1	-5%	0.8%	-10%	-4%
CN1C[C@@H](CO)C=C2c3cccc4[nH]cc(c34)CC21 (some centres undefined)	4%	/	-1%	-14%
O=C(O)CNC(=O)c1ccc([As](=O)(O)O)cc1	-1%[9.22 µM]	-1.8%[11.4 µM]	7%[9.22 µM]	-4%[10.9 µM]
c1ccc(OP(Oc2ccccc2)Oc2ccccc2)cc1	0%[1.84 µM]	-2.2%	4%	1%
CNC(Cc1c[nH]c2ccccc12)C(=O)O (centres undefined)	3%	/	0%	1%
NS(=O)(=O)C[C-]1C=C[CH]([Sb-]([Cl])([Cl])([Cl])([Cl])[Cl])C=C1.c1ccncc1 (centres undefined)	4%[9.22 µM]	1.3%[11.4 µM]	19%[9.22 µM]	11%[10.9 µM]
C#CCNc1ccncc1S(=O)(=O)NC(=O)NC(C)C	2%	/	0%	/
Cc1cc(OC(=O)N2CCCCC2)c(C(C)C)cc1[N+](C)(C)C	2%	/	1%	2%
CN(C)CCc1nn[nH]n1	5%	/	25%	/
Cc1ccccc1-c1cncnc1NCCc1cnc[nH]1	3%	-1.0%[11.4 µM]	1%	-20%

Part of the list above, set out differently:
Cc1ccccc1-c1cncnc1NCCc1cnc[nH]1
  p53ts 32C tox = 3%	IkB signaling = -1.0%[11.4 µM]	p53ts 39C kill = 1%	Imprint erasure = -20%
Cc1cc(OC(=O)N2CCCCC2)c(C(C)C)cc1[N+](C)(C)C
  p53ts 32C tox = 2%	IkB signaling = /	p53ts 39C kill = 1%	Imprint erasure = 2%

Remaining list, next part:
SMILES	p53ts 32C tox	IkB signaling	p53ts 39C kill	Imprint erasure
COc1cc(CN2CC3CC(C2)c2cccc(=O)n2C3)cc(OC)c1OC (centres undefined)	-2%	0.5%	10%	-2%
CCC1(C)CC(=O)NC(=O)C1	-6%[20.6 µM]	-0.4%[25.6 µM]	0%[20.6 µM]	26%[16.8 µM]
O=C(Nc1ccc2c(c1)OCCO2)c1cccn(Cc2ccccc2)c1=O	?	16%	?	-8%[10.9 µM]
CCC1(CC)C(=O)NC(=Nc2cccc(C(F)(F)F)c2)NC1=O	-11%	1.4%	-2%	-8%
Nc1ccc(N2CCN(Cc3ccccc3Cl)CC2)c(Cl)c1	-8%	1.5%	1%	-21%
CCC(Cl)[N+](=O)[O-] (centres undefined)	0%[1.84 µM]	-1.3%	-5%	17%
CCSCC[C@H](N)C(=O)O	6%[9.22 µM]	0.7%[11.4 µM]	0%[9.22 µM]	-20%[10.9 µM]
COc1cccc2c1cc([N+](=O)[O-])c1c(C(=O)O)cc3c(c12)OCO3	-3%&-8%	0.2%[11.4 µM]	-13%&-7%	-24%&-6%
COC(=O)[C@]1(C)CC[C@@]2(C)CC[C@@]3(C)C4=CCc5c(cc(O)c(O)c5C)[C@]4(C)CC[C@@]3(C)C2C1 (some centres undefined)	?	/	?	-12%
Cc1ccc2cccc(OC(=O)N(C)c3ccccc3)c2n1	-5%	-0.5%	-1%	2%
O=C(O)c1cc(Cl)ccc1Cl	?	1.3%	17%	-5%
CCOC(=O)C1CCN(/C=C2/C(=O)NC(=O)N(c3ccc(OCC)cc3)C2=O)CC1	1%	6.0%	-4%	15%
CCC(C)(C)c1ccc(O)cc1	6%[1.84 µM]	1.6%	10%	-4%
O=C(Nc1ccc(Cl)cc1C(=O)c1ccccc1)c1ccccc1Br	8%	?	25%	-11%[10.9 µM]
O=S1(=O)CC2(N3CCOCC3)CCCCC21 (centres undefined)	3%	-1.2%	-1%	-5%
Nc1ncc([N+](=O)[O-])s1	5%[1.84 µM]	4.1%	8%	0%
Cc1ccc(NC(=O)c2cccn(Cc3ccccc3C)c2=O)c(C)c1	0%	?	-21%	-13%[10.9 µM]
O=P(OCC(F)(F)C(F)F)(N1CCCCC1)N1CCCCC1	2%	-0.8%	6%	-11%
CC(=O)O[C@H]1CC[C@H]2[C@@H]3CCC4=C[C@@H](C5SCCS5)[C@H](OC(C)=O)C[C@]4(C)[C@H]3CC[C@@]12C	11%[9.22 µM]	0.2%[11.4 µM]	-1%[9.22 µM]	2%[10.9 µM]
CCN1C(=O)c2ccccc2Sc2ccc(C(=O)N3CCC4(CC3)OCCO4)cc21	3%	0.1%	-3%	-12%
CN(C)P1(N(C)C)=NC(C(F)(F)F)=NC(C(F)(F)F)=N1	1%	0.5%	13%	-3%
C[C@@H]1O[C@H](C[N+](C)(C)C)C[C@H]1O	6%	0.2%	10%	10%
CCc1ccc(-n2nc(C)c3c2NC(=O)CSC3c2ccc(C(=O)OC)cc2)cc1 (centres undefined)	-3%	-0.1%	-3%	-11%[10.9 µM]
N[C@@H](Cc1c[nH]c2ccccc12)c1nnc(SCc2ccc(F)cc2)o1	-1%	?	-8%	-20%
COc1ccc(-n2c(O)c(C(C)=NCCN3CCNCC3)c(=O)[nH]c2=O)cc1	7%	2.6%	5%	-5%
O=[N+]([O-])/C=C/c1ccccc1	9%[1.84 µM]	?	0%	9%
Nc1ccccc1	3%[1.84 µM]	0.0%	11%	-1%
Cc1c(CCC(=O)N2CCCCC2)c(=O)oc2cc3occ(C(C)(C)C)c3cc12	2%	?	?	-21%[10.9 µM]
COc1ccc(NC(=O)CCc2nc(C3=CCN(Cc4cccc(Cl)c4)CC3)no2)cc1OC	1%	?	1%	-10%[10.9 µM]
CC(c1ccc(F)cc1)n1cc(C(=O)NCc2ccc3c(c2)OCO3)nn1 (centres undefined)	4%	2.3%	-2%	7%
O=C(Nc1ccccc1C(F)(F)F)c1cccn(Cc2ccccc2)c1=O	-6%	?	-13%	-9%[10.9 µM]
COc1ccc(S(=O)(=O)NCc2ccc(C(=O)N3CCC4(CC3)OCCO4)cc2)cc1	6%	-1.8%	7%	-7%
N=c1n(CCO)c2ccccc2n1Cc1ccccc1	-1%	0.1%	-1%	-7%
CN(C)c1ccc(N)cc1	-2%[1.84 µM]	?	32µM*	-17%
C[C@H](N)c1cccc(Cl)c1Cl	9%	6.9%	3%	/
COc1ccc2c(c[n+](C)c3c4cc5c(cc4ccc23)OCO5)c1OC	5µM*	?	13µM*	-32%&-36%[inhibitor]
O=C(O)CSCC(=O)O	11%[9.22 µM]	-0.8%[11.4 µM]	-5%[9.22 µM]	-5%[10.9 µM]
CC(=O)OC1CC[C@@]2(C)C3CC(=O)[C@]4(C)C(C(C)=O)=CCC4C3CC[C@H]2C1 (some centres undefined)	-1%	/	47%[activator]	-18%
CSc1nc2ccccc2n1C(=O)Oc1ccccc1	1%	-2.0%	-12%	?
CC1CC[C@@]2(OC1)O[C@@H]1[C@@H](O)[C@H]3C4CC[C@H]5C[C@@H](O[C@@H]6O[C@H](CO)[C@H](O[C@@H]7O[C@H](CO)[C@@H](O)[C@H](O[C@@H]8OC[C@@H](O)[C@H](O)[C@H]8O)[C@H]7O[C@@H]7O[C@H](CO)[C@@H](O)[C@H](O[C@@H]8O[C@H](CO)[C@@H](O)[C@H](O)[C@H]8O)[C@H]7O)[C@H](O)[C@H]6O)[C@H](O)C[C@]5(C)C4CC[C@]3(C)[C@H]1[C@@H]2C (some centres undefined)	13µM*	/	13µM*	-22%
COc1ncccc1C(=O)NCC(CC(=O)O)c1ccccc1 (centres undefined)	-1%	-0.1%	0%	-7%
O=C1CN=C(c2ccccc2Cl)c2cc(Cl)ccc2N1Cc1cccc(Cl)c1	30%	0.8%	4%	-13%[10.9 µM]
O=C(Nc1ccon1)c1cccn(Cc2cccc([N+](=O)[O-])c2)c1=O	18%	?	-5%	-18%[10.9 µM]
CN1CCN(Cc2nc3ccccc3n2C)CC1	-1%	2.4%	11%	-5%
BrCC(Br)C1CCC(Br)C(Br)C1 (centres undefined)	11%[1.84 µM]	3.3%	6%	-8%
CCC(=O)N1CCN(CCN=Cc2c(O)n(C)c(=O)n(C)c2=O)CC1	-10%	0.5%	-2%	-2%
O=P(O)(O)Cc1ccccc1OP(=O)(c1ccccc1)c1ccccc1	7%	-1.1%	-11%	-9%
CN1C2C=C(N(C(=O)c3ccc(Cl)cc3)c3ccccc3)CC1CC2 (centres undefined)	-2%	8.3%	-5%	/
CCSc1cc(C2C(C#N)=C(N)Oc3n[nH]c(C)c32)c(C)o1 (centres undefined)	-1%	?	27%	-17%
COc1ccc(CN2CCCCC2c2cccnc2)cc1C (centres undefined)	-3%	-1.0%	9%	-11%
CCNc1nc(Cl)nc(NC(C)C)n1	6%[1.84 µM]	-4.5%	10%	19%&10%
Cc1nnc2n1-c1ccc(Br)cc1C(c1ccccc1Cl)=NC2	8%	1.6%	-2%	-3%
O=NN(c1ccccc1)c1ccccc1	0%[1.84 µM]	-0.4%	11%	11%
CC[C@]1(O)CC(O[C@@H]2CC(N(C)C)C(O)C(C)O2)c2c(cc3c(c2O)C(=O)c2c(O)cccc2C3=O)C1C(=O)OC (some centres undefined)	-17%	/	?	-41%[inhibitor]
O=C(O)CCCOc1ccc(Cl)cc1Cl	-15%	/	-2%	-10%
COc1ccc(OC)c(N2C(=O)NC(=O)C(CCc3ccncc3)(CCc3ccncc3)C2=O)c1	-10%	-1.6%	10%	-2%

Compounds shown so far containing a COOH group (nine):
SMILES	p53ts 32C tox	IkB signaling	p53ts 39C kill	Imprint erasure
NC(=NCCCC(N)C(=O)O)N[N+](=O)[O-] (centres undefined)	15%	/	2%	17%
O=C(O)CNC(=O)c1ccc([As](=O)(O)O)cc1	-1%[9.22 µM]	-1.8%[11.4 µM]	7%[9.22 µM]	-4%[10.9 µM]
CNC(Cc1c[nH]c2ccccc12)C(=O)O (centres undefined)	3%	/	0%	1%
CCSCC[C@H](N)C(=O)O	6%[9.22 µM]	0.7%[11.4 µM]	0%[9.22 µM]	-20%[10.9 µM]
COc1cccc2c1cc([N+](=O)[O-])c1c(C(=O)O)cc3c(c12)OCO3	-3%&-8%	0.2%[11.4 µM]	-13%&-7%	-24%&-6%
O=C(O)c1cc(Cl)ccc1Cl	?	1.3%	17%	-5%
O=C(O)CSCC(=O)O	11%[9.22 µM]	-0.8%[11.4 µM]	-5%[9.22 µM]	-5%[10.9 µM]
COc1ncccc1C(=O)NCC(CC(=O)O)c1ccccc1 (centres undefined)	-1%	-0.1%	0%	-7%
O=C(O)CCCOc1ccc(Cl)cc1Cl	-15%	/	-2%	-10%
